Screening results from PubChem BioAssay.
ATG4B inhibitor: blocks human ATG4B protease cleavage of LC3 substrate; ATG4B cleavage of LC3-PLA2, NBD-HPC fluorescence, 1 h; inhibition, % at 8.33 µM; hit rate 0.51% among 340,000; in the data active = inhibition above about 40%
SENP6 inh: SENP6 protease inhibition. Q9GZR1. Recombinant SENP6 catalytic domain, aminoluciferin luminescence. inhibition, % at 10 µM. hit rate 1.8% among 330,000. AID 2599;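 active = inhibition above about 50% at the single tested dose, limit read from the data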;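 also: plate controls were DMSO wells with enzyme for no effect and DMSO wells lacking enzyme for full effect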
SENP8 inh: inhibitors of human SENP8 protease | recombinant SENP8, Nedd8 substrate fluorescence | inhibition, % at 20 µM | hit rate 0.64% among 360,000; in the data active = inhibition mostly above about 40%, no sharp cut-off; inactive = mostly below about 27%
Target sequence (Q96LD8 whole entry, looked up): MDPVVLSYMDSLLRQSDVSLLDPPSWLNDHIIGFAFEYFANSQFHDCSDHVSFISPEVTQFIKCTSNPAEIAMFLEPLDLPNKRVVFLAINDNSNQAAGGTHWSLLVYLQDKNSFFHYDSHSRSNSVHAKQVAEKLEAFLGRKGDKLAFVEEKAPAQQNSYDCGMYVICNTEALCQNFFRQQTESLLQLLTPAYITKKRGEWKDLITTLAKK
MPTP inh: blocks calcium-induced mitochondrial swelling. hit rate 1.4% among 360,000. isolated mouse mitochondria, Ca2+ swelling absorbance, 30 min. AID 602449. inhibition, % at 10 µM;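 active = inhibition of 50% or more, scaled per plate between neutral and stimulator controls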;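 also: 0% = DMSO wells given calcium and 100% = 1 mM EGTA wells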
NR3A LBD binder: modulators (binders) of human NR3A ligand-binding domain | NR3A LBD differential scanning fluorimetry, Tm shift; 0% = protein alone, 100% = glycine-bound protein | hit rate 2.5% among 340,000 | Tm shift relative to glycine control, % at 25 µM;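 active = melting temperature shift of at least 10% of the positive control shift, at one fixed dose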
hIAP act: increases human intestinal alkaline phosphatase activity | P09923 | purified human IAP, CDP-Star luminescence, 30 min; stronger effect = higher value; 1 = vehicle-only enzyme, 0 = enzyme-free background | activation factor at 10 µM | hit rate 0.16% among 330,000;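 active = activation factor of the enzyme at least 2-fold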; also: the source names both 10 and 20 µM as test concentration; values of inactives mirror those of a sister screen read the other way
Target sequence (P09923 whole entry, looked up): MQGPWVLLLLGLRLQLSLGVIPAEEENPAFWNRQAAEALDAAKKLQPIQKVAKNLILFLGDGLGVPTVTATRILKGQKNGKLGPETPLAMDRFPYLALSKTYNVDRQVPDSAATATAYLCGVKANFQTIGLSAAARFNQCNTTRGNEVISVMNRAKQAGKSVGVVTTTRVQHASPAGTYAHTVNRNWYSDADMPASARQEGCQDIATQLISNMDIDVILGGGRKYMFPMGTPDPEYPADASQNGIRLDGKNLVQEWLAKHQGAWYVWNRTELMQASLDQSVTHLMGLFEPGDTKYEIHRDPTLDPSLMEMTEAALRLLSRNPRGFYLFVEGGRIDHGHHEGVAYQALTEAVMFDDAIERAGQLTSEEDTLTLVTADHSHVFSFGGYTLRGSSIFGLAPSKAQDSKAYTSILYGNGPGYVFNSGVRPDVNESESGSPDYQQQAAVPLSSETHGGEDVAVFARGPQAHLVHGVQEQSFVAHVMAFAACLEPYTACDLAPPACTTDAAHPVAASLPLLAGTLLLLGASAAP
SENP1 inh: SENP1 (human) catalytic domain inhibition. hit rate 0.21% among 360,000. recombinant SENP1 catalytic domain, CyPet-SUMO1-YPet FRET cleavage. inhibition, % at 10 µM. Q9P0U3;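 active = inhibition at least 30% at 10 µM, raw YFP signal under a set limit, fluorescence ratio 0.5 to 1.5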;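 also: 0% = enzyme with DMSO and 100% = no enzyme wells; some results filed as inactive read as strong as hits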
Target sequence (Q9P0U3 419-644 limits assumed): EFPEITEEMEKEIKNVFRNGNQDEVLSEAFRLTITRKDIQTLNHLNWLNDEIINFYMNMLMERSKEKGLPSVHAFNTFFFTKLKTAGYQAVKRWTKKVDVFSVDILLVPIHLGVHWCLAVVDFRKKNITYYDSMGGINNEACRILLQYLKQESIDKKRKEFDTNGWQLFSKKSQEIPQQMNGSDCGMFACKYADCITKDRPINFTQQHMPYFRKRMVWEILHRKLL
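material = recombinant human SENP1 catalytic domain, His6-tagged | quantity = 20 pM enzyme | reagent = 25 nM SUMO1 FRET substrate | compound dosing = 10 µM single point, 0.5% DMSO | timing = 50 min enzyme reaction, room temperature, light-protected | detection = FRET, CFP and YFP emission | control set = no-enzyme low, enzyme-DMSO high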
PfGluPho inh: PfG6PD (Plasmodium falciparum) enzyme inhibition; PfGluPho enzyme, NADPH resazurin-diaphorase fluorescence; hit rate 0.78% among 350,000; inhibition, % at 20 µM; AID 504690;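 active = inhibition reaching at least a set limit at 20 µM in the primary screen, cut at about 59% in these data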;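 also: 0% = DMSO wells with substrate and 100% = DMSO wells lacking glucose-6-phosphate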
* marks the source's active call; other numbers are inactive results; . = no result given. Hits appear at their usual frequency. Share with any hit: about 6.7%.

#1 CCOc1cc(OCC)cc(C(=O)NCCCN2CCOCC2)c1
#2 N#Cc1ccc(S(=O)(=O)N2CCC(C(=O)N3CCN(Cc4ccc5c(c4)OCO5)CC3)CC2)cc1
#3 CCC(C)N1C(=O)/C(=C/c2c(NCCCOC(C)C)nc3c(C)cccn3c2=O)SC1=S (configuration not stated)
#4 COc1cc2cc(CCCOC(=O)c3cc(OC)c(OC)c(OC)c3)oc(=O)c2cc1OC
#5 COC(=O)C1=C(C)Nc2nnnn2C1c1ccc(Cl)cc1Cl (configuration not stated)
#6 CCOC(=O)N1CCN(C(=O)Nc2ccc(Cl)cc2)CC1
assay / entry	1	2	3	4	5	6
ATG4B inhibitor	4	0	3	-6	3	3
SENP6 inh	-4	-10	-7	0	-3	-7
SENP8 inh	10	3	23	-23	17	10
MPTP inh	0.8	-0.5	12	-0.6	-9.6	0.8
NR3A LBD binder	-5	1	-3	-2	0	-2
hIAP act	0.91	1.1	0.8	1	1.1	1.1
SENP1 inh	1	3	27	1	-3	0
PfGluPho inh	-5	-11	21	-12	-18	-19

#7 COC(=O)[C@H](Cc1ccccc1)NC(=O)Cn1cnc2c(OCc3ccccc3)ncnc21
#8 CC12CC3CC(C)(C1)CC(C(=O)NC1=NCCS1)(C3)C2
#9 COc1ccc(CCNS(=O)(=O)c2ccc3c(c2)NC(=O)CCS3)cc1OC
#10 Cc1cc(C)nc(SCc2cn3c(C)cccc3n2)n1
#11 Cc1cc(C)nc(N2CCN(C(=O)CCC(=O)Nc3nnc(C(C)C)s3)CC2)n1
#12 O=C(c1ccc(Cl)c([N+](=O)[O-])c1)N(Cc1cccc(Cl)c1)C1CCS(=O)(=O)C1 (configuration not stated)
assay / entry	7	8	9	10	11	12
ATG4B inhibitor	-2	-2	-1	5	-11	-9
SENP6 inh	-26	1	-8	-4	-4	-12
SENP8 inh	10	34	4	10	-5	14
MPTP inh	1.1	-2.4	-0.5	0.7	1.1	-0.4
NR3A LBD binder	-1	-2	-3	-2	0	2
hIAP act	1.1	0.99	1.2	1	0.98	0.9
SENP1 inh	1	3	4	-1	1	-1
PfGluPho inh	13	6	-12	-1	-2	12

#13 Cc1ccc(C(=O)c2nccn2C)cc1C
#14 CC(Sc1nncn1C)C(=O)Nc1cc(C(F)(F)F)ccc1N1CCOCC1 (configuration not stated)
#15 CCOC(=O)c1ccc(CN(Cc2ccc(C)cc2)S(=O)(=O)c2cccc([N+](=O)[O-])c2)cc1
#16 CC1(NC(=O)c2cc(S(=O)(=O)N3CCCCC3)ccc2Cl)CCS(=O)(=O)C1 (configuration not stated)
#17 C=CCn1c(=N)c(C#N)cc2c(=O)n3ccccc3nc21
#18 CC(C)Cn1nc(C(=O)Nc2cccc(C(=O)NC3CC3)c2)c2ccccc2c1=O
assay / entry	13	14	15	16	17	18
ATG4B inhibitor	3	-7	-6	3	2	-5
SENP6 inh	-23	-13	-2	-1	-24	-6
SENP8 inh	5	9	10	4	-487	12
MPTP inh	-1.2	-2.3	2.4	-1.1	-0.6	0.8
NR3A LBD binder	3	0	2	-2	-1	1
hIAP act	1.2	1.1	0.98	1.1	0.99	1.1
SENP1 inh	0	1	2	-1	8	0
PfGluPho inh	-1	10	0	-6	14	-2

#19 Oc1ccc(/C=N/n2c(-c3ccco3)csc2=Nc2cccnc2)c(O)c1
#20 O=C(CCCn1ncn2c(cc3occc32)c1=O)NCc1ccccc1F
#21 Cc1cc(C(=O)NCCc2ccc(S(N)(=O)=O)cc2)c(C)o1
#22 COc1ccc(OCC(=O)Nc2nc3ccccc3[nH]2)cc1
#23 O=c1[nH]ncc2c3ccccc3n(Cc3ccccc3F)c12
#24 Cc1ccc(NC(=O)CNC(=O)c2ccc3c(c2)OCO3)nc1
assay / entry	19	20	21	22	23	24
ATG4B inhibitor	-10	3	0	-13	-2	-1
SENP6 inh	17	1	-8	3	-3	3
SENP8 inh	-72	-8	16	8	11	4
MPTP inh	2.4	-1.3	0.3	-1.9	2.9	-0.4
NR3A LBD binder	-7	3	-2	-1	1	1
hIAP act	1.2	1	0.85	1.1	0.84	1.1
SENP1 inh	-22	0	1	-1	0	2
PfGluPho inh	23	4	-9	4	0	-7

#25 CCN(C[C@H]1N[C@@](Cc2ccccc2)(C(=O)OC)[C@H]2C(=O)N(Cc3ccccc3)C(=O)[C@@H]12)S(=O)(=O)c1ccc(OC(F)(F)F)cc1
#26 CN1CCCN(C(=O)CNC(=O)Cc2ccccc2)CC1
#27 O=S(=O)(NC1CC1)c1ccc(F)c(F)c1
#28 CC12CN(S(=O)(=O)c3ccccc3)CC(C)(CN(S(=O)(=O)c3ccccc3)C1)C2
#29 O=C(NCCN1CCCCC1)Nc1ccccc1
#30 Cc1nn(CC(C)C(=O)N2CCN(S(=O)(=O)c3ccc(Cl)cc3)CC2)c(C)c1C (configuration not stated)
assay / entry	25	26	27	28	29	30
ATG4B inhibitor	0	-8	5	2	-5	-1
SENP6 inh	-19	-14	18	-18	-17	-9
SENP8 inh	2	7	2	16	20	6
MPTP inh	0.6	-1.1	-0.1	1.7	0.0	1.4
NR3A LBD binder	4	0	-2	2	-1	-1
hIAP act	1.1	0.91	0.95	1.1	0.84	1
SENP1 inh	3	2	3	1	-1	2
PfGluPho inh	-10	-17	2	-17	7	6

#31 COc1ccc(CN2CCN(C(=O)c3ccco3)CC2)c(OC)c1OC
#32 O=C(NCc1ccco1)c1cccc(Nc2nc3ccc(Br)cc3[nH]2)c1
#33 CCn1c(SCC(N)=O)nnc1-c1ccc2c(c1)OCO2
#34 O=C(Cc1cccc2ccccc12)NCC(=O)Nc1ccccc1F
#35 O=C(/C=C/c1ccccc1)NCCCNC(=O)/C=C/c1ccccc1
#36 CN=C(Nc1ccccc1)SC1CC(=O)N(c2ccc(C(=O)OC)cc2)C1=O (configuration not stated)
assay / entry	31	32	33	34	35	36
ATG4B inhibitor	-4	22	0	-8	-11	-12
SENP6 inh	-20	-5	8	-13	-10	13
SENP8 inh	26	-2	8	0	22	27
MPTP inh	0.3	31	-3.1	-0.1	-0.3	0.3
NR3A LBD binder	0	13*	-1	-2	-1	-11
hIAP act	1	0.98	0.84	1.2	0.97	0.91
SENP1 inh	3	-2	0	-10	1	0
PfGluPho inh	-1	18	-3	4	-8	8

#37 COc1ccccc1C(O)P(=O)(OC1CCCCC1)OC1CCCCC1 (configuration not stated)
#38 O=C(Nc1nnc(SCc2ccccc2)s1)C1=COCCO1
#39 Cn1c(CC(=O)Nc2ccccc2F)nnc1SCC(=O)Nc1nncs1
#40 Cc1ccc(C(NC(=O)CN2C(=O)NC3(CCCC3)C2=O)c2ccccc2)cc1 (configuration not stated)
#41 CCOC(=O)Cc1nnc(NC(=O)CSc2nc3ccccc3[nH]2)s1
#42 Cc1ccc(SCCC(=O)Nc2cc(C)on2)cc1
assay / entry	37	38	39	40	41	42
ATG4B inhibitor	6	4	-2	1	-5	23
SENP6 inh	-16	5	-20	-2	-9	-14
SENP8 inh	16	-59	1	6	5	15
MPTP inh	0.2	1.4	-0.2	-0.6	2.8	2.7
NR3A LBD binder	0	-2	-1	-1	1	2
hIAP act	1.2	1	0.99	0.95	1.2	1
SENP1 inh	0	-7	3	-1	-18	3
PfGluPho inh	-4	-16	-12	-3	3	10

Entries of single compounds, quoted from the list. Order of screens: ATG4B inhibitor | SENP6 inh | SENP8 inh | MPTP inh | NR3A LBD binder | hIAP act | SENP1 inh | PfGluPho inh
COc1ccc(CN2CCN(C(=O)c3ccco3)CC2)c(OC)c1OC across the screens: -4 | -20 | 26 | 0.3 | 0 | 1 | 3 | -1
Cc1ccc(NC(=O)CNC(=O)c2ccc3c(c2)OCO3)nc1 across the screens: -1 | 3 | 4 | -0.4 | 1 | 1.1 | 2 | -7
O=C(Cc1cccc2ccccc12)NCC(=O)Nc1ccccc1F across the screens: -8 | -13 | 0 | -0.1 | -2 | 1.2 | -10 | 4
CC1(NC(=O)c2cc(S(=O)(=O)N3CCCCC3)ccc2Cl)CCS(=O)(=O)C1 (configuration not stated) across the screens: 3 | -1 | 4 | -1.1 | -2 | 1.1 | -1 | -6
CCOC(=O)Cc1nnc(NC(=O)CSc2nc3ccccc3[nH]2)s1 across the screens: -5 | -9 | 5 | 2.8 | 1 | 1.2 | -18 | 3

Carrying on:
#43 O=C(O)c1cccc(NC2=C(n3nnc4ccccc43)C(=O)c3ccccc3C2=O)c1
#44 O=C(NCCCn1ccnc1)c1ccccc1Br
#45 Cc1ccccc1NC(=O)c1ccc(C)c(S(=O)(=O)Nc2cccnc2)c1
#46 COc1ccccc1-n1nc(C)cc1N
#47 Cc1ccc(C2=NOC(=O)/C2=C\c2ccc(C)o2)cc1
#48 CCCN(CCC)C(=O)Cn1c2ccccc2c2nc(=O)cc(C)n21
assay / entry	43	44	45	46	47	48
ATG4B inhibitor	-8	-4	2	-11	19	-1
SENP6 inh	-8	-5	-9	-3	2	4
SENP8 inh	69*	11	10	9	-12	-38
MPTP inh	2.0	0.0	0.1	-3.6	5.9	-0.6
NR3A LBD binder	1	0	2	2	13*	2
hIAP act	0.85	0.87	0.98	1	0.81	0.75
SENP1 inh	1	0	-2	1	-39	0
PfGluPho inh	20	-5	-38	-6	22	-8

#49 CC(=O)Nc1ccc(S(=O)(=O)NCCc2ccc(F)cc2)cc1
#50 Cc1ccc(C)c(S(=O)(=O)N(C)c2ccc(OC(=O)C3CCN(C(=O)Nc4ccccc4)CC3)cc2)c1
#51 COc1ccc(CC(=O)N2N=C(c3ccncc3)CC2(O)C(F)(F)F)cc1 (configuration not stated)
#52 COc1ccccc1N1CCN(/N=C\c2sccc2C)CC1
#53 O=C(NC12CC3CC(CC(C3)C1)C2)N1CCCC(CO)C1 (configuration not stated)
#54 Cc1cc(C)cc(NC(=O)CCC(=O)N2CCSc3ccccc32)c1
assay / entry	49	50	51	52	53	54
ATG4B inhibitor	-3	-5	-10	3	7	16
SENP6 inh	-20	.	-25	0	-8	-4
SENP8 inh	16	-1	4	18	17	8
MPTP inh	-1.3	0.6	3.4	1.2	-1.2	1.5
NR3A LBD binder	3	1	-1	-1	-1	-4
hIAP act	0.81	.	1.2	1.1	1.1	0.84
SENP1 inh	3	1	2	-1	1	2
PfGluPho inh	-2	5	-6	9	-9	16

#55 CCn1cc(CN2CCCC(C(=O)Nc3cccc(-c4cc5ccccc5[nH]4)c3)C2)c(C)n1 (configuration not stated)
#56 O=C(NCC1CCCO1)c1cc2c(s1)CCCC2 (configuration not stated)
#57 CCCN1C(=O)/C(=C/c2ccc(N3CCOCC3)cc2)NC1=S
#58 COc1ccc(Br)cc1/C=N/n1c(C)nnc1C
#59 CN(CC1CCCN(CCc2ccccc2F)C1)C(=O)c1ccoc1 (configuration not stated)
#60 COC(=O)c1ccccc1Oc1ccc(NC(=O)CCCl)cc1
assay / entry	55	56	57	58	59	60
ATG4B inhibitor	-8	-1	-2	-6	3	-13
SENP6 inh	-10	7	-10	-4	-4	-22
SENP8 inh	-337	-12	-44	-6	-3	17
MPTP inh	0.8	-0.9	-0.9	2.4	-2.5	-1.3
NR3A LBD binder	-2	2	-29	0	1	-2
hIAP act	0.97	1.1	0.93	1	0.93	0.94
SENP1 inh	-4	0	-37	3	0	2
PfGluPho inh	9	14	9	-8	1	-10

#61 Cc1cc(NC(=O)c2ccc(Cn3nc(C)c(Br)c3C)o2)no1
#62 C=CCC[C@@H](Cc1ccc(F)cc1)C(=O)OC[C@@H](Cc1ccccc1)NC(=O)[C@@H](CC=C)CC(=O)N[C@@H](CO)Cc1ccccc1
#63 O=c1cc(CSc2nnc(C3CC3)n2Cc2ccccc2)nc2sccn12
#64 O=C(N/N=C/C1CC=CCC1)c1ccc(O)cc1O (configuration not stated)
assay / entry	61	62	63	64
ATG4B inhibitor	-9	-10	0	-7
SENP6 inh	-4	-15	-10	-8
SENP8 inh	5	17	-45	13
MPTP inh	-0.3	0.8	2.5	-0.1
NR3A LBD binder	1	-1	-1	-1
hIAP act	1.2	1.1	0.91	1.1
SENP1 inh	1	4	5	3
PfGluPho inh	3	0	-7	10
